# Source: PubChem BioAssay
# BoNT-A LC inh2: blocks Botulinum neurotoxin A light chain protease; multiplex microsphere protease substrate cleavage, flow cytometry; AID 588499; inhibition, % at 10 µM; actives 0.17% (n = 360,000); also: plate controls were buffer without enzyme for full effect and enzyme alone for no effect
# PfHsp40 yeast: rescue of PfHsp40-mediated yeast toxicity; actives 0.68% (n = 340,000); growth rescue, % at 12.5 µM; S. cerevisiae expressing PfHsp40, growth rescue, ATP luminescence; in the data active = growth rescue above about 28%, passing the limit was not always enough; inconclusive = no clear call, values can overlap the other calls;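 also: yeast W303a lacking pdr1 and pdr3 grown in galactose medium; growth measured after three days at 30 °C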
# TcdB inh: blocks C. difficile toxin B glycohydrolase activity; TcdB glycohydrolase enzymatic assay, plate reader; inhibition, % at 9.99 µM; actives 0.24% (n = 350,000); AID 652162; in the data active = inhibition above about 10%
# PrPC TRFRET: inhibitors of human cell surface prion protein PrPC; actives 0.43% (n = 370,000); TR-FRET read-out; inhibition, % at 13.8 µM; P04156; in the data active = inhibition above about 24%; also: 0% = median of the test wells and 100% = reference compound wells
# FadD28 binding: blocks FadD28 binding to the bisubstrate probe. actives 0.22% (n = 360,000). AID 588549. fluorescence polarization. inhibition, % at 12.5 µM; in the data active = inhibition above about 8.5%, passing the limit was not always enough; inconclusive = no clear call, values can overlap the other calls
# Anthrax LF inh2: inhibitors of Bacillus anthracis lethal factor protease; P15917; multiplex microsphere protease cleavage assay, LF; inhibition, % at 10 µM; actives 0.12% (n = 360,000); also: plate controls were buffer without enzyme for full effect and enzyme alone for no effect
# Target sequence (P15917 whole entry, looked up): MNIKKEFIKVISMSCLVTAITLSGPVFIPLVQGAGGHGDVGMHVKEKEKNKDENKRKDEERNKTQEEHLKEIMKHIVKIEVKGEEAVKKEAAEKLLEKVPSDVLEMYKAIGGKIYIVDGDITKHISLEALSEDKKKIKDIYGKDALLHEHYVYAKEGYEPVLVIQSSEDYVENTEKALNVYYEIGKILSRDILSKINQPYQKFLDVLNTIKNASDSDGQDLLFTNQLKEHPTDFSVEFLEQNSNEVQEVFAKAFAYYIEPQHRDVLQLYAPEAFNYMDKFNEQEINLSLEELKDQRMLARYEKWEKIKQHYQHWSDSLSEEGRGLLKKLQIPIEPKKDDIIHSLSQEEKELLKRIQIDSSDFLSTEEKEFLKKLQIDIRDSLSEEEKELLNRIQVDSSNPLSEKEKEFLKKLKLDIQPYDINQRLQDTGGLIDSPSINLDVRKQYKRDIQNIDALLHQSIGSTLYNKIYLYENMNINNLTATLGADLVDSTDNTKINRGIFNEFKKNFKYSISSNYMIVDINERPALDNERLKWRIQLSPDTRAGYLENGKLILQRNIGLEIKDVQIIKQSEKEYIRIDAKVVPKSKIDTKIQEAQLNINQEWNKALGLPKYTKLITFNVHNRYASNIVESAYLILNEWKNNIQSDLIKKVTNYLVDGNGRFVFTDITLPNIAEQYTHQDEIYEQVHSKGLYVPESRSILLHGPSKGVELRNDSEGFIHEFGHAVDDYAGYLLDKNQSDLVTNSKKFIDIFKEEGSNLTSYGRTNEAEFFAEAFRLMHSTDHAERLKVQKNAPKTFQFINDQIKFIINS
# CCHFV vOTU inh: CCHFV vOTU protease inhibition. Pep-AMC fluorescence. inhibition, % at 11.5 µM. actives 0.55% (n = 370,000). AID 651958; in the data active = inhibition above about 30%; also: 0% = vehicle wells with enzyme and 100% = no enzyme wells
# Yp Topo-I inh: inhibitors of Yersinia pestis topoisomerase I; Y. pestis Topo-I cleavage product accumulation, plate reader; activity, % at 10 µM; actives 0.064% (n = 360,000); AID 504884; in the data active = activity above about 50%, passing the limit was not always enough; inconclusive = no clear call, values can overlap the other calls; also: inactives centre near 2
# BoNT F protease: inhibitors of Botulinum neurotoxin F light chain protease | Multiplex microsphere protease cleavage assay, flow cytometry | inhibition, % at 10 µM | actives 0.22% (n = 360,000) | AID 588497; in the data active = inhibition above about 35%, passing the limit was not always enough; inconclusive = no clear call, values can overlap the other calls; also: plate controls were buffer without enzyme for full effect and enzyme alone for no effect
# * = called active by the depositor; ? = inconclusive; / = no result given; & = joins results of further samples. Rule as the data show it, unless noted: active = inhibition above about 30%; inconclusive = no clear call, values can overlap the other calls; inactive = below that.
SMILES,BoNT-A LC inh2,PfHsp40 yeast,TcdB inh,PrPC TRFRET,FadD28 binding,Anthrax LF inh2,CCHFV vOTU inh,Yp Topo-I inh,BoNT F protease
Cc1nn(-c2ccccc2)nc1CNS(C)(=O)=O,-1.0,0.0,1.9,14,-1.0,-9,-13,1,?
CCCCCC(=O)N1C[C@H](O)[C@@H](n2cc(-c3ccc(F)cc3)nn2)C[C@@H]1c1ccc(OC)cc1,0.0,/,1.0,0,-3.4,2,3,24,1
Cc1ccc(-n2nc3ccc(NC(=O)c4ccco4)cc3n2)cc1,-0.3,-0.8,/,15,-1.5,-9,-17,5,-8
O=C(CSc1ccc2nnc(-c3ccccn3)n2n1)Nc1ccc2c(c1)OCO2,0.3,-1.5,7.7,-5,-1.5,-1,-1,5,-6
Cc1ccc(SCCOCCN2CCOCC2)cc1,3.5,-0.5,1.4,6,0.7,-9,-10,2,?
O=C(Nc1ccc2c(c1)OCCO2)C1c2ccccc2OCC(=O)N1C1CC1 (stereo not drawn),0.6,/,-0.8,-8,/,-4,-1,/,1
O=C(O)CSc1nc2ccc(Cl)cc2[nH]1,0.5,0.0,/,-1,-1.5,0,18,7,11
N#CCCN(C(=O)COC(=O)CCNS(=O)(=O)c1ccccc1)c1ccccc1,0.6,-1.0,-0.2,8,-1.1,-6,58*,-1,4
CCC(C)NS(=O)(=O)c1ccc(NC(=O)C(Sc2ccccc2)c2ccccc2)cc1 (stereo not drawn),-0.1,-0.1,-3.1,11,-0.1,-3,11,8,-6
O=C(NC(=S)Nc1ccc(CN2CCOCC2)cc1)c1ccc([N+](=O)[O-])cc1Cl,-0.2,0.9,1.5,-1,-1.5,-1,12,19,-7
CCC(c1nnc(SCc2nc3ccccc3s2)n1Cc1ccccc1)N(C)C (stereo not drawn),1.6,-0.3,/,-2,-4.0,-3,-1,1,7
CCC(C)NC(=O)Cn1cnc([N+](=O)[O-])c1 (stereo not drawn),-0.7,0.5,-0.3,-7,-0.2,-1,2,0,-5
COc1ccccc1CN1CCNC(=O)C1CC(=O)N(C)Cc1cnccn1 (stereo not drawn),-0.4,-0.1,-0.3,-8,-1.3,-1,-11,-4,-4
Cc1occc1C(=O)Nc1ccc2c(c1)CCC2,-0.5,-1.1,2.0,7,-0.1,-4,-6,-8,-3
CCOC(=O)C1=C(C)NC(=O)NC1c1cccs1 (stereo not drawn),-1.0,-1.1,0.2,0,0.0,-7,-2,10,2
Cc1ccc(N(C(=O)Cc2cccs2)C(C(=O)NCC2CCCO2)c2ccncc2)cc1 (stereo not drawn),0.2,-0.1,-0.1,9,-13,4,10,14,-1
COc1ccc(N2CC(C(=O)Nc3ccc(S(=O)(=O)N4CCCC4)cc3)CC2=O)cc1 (stereo not drawn),1.8,0.5,0.1,4,1.9,0,7,16,-2
COc1ccc(CCn2c(=N)c(C(=O)NCc3ccco3)cc3c(=O)n4ccccc4nc32)cc1OC,-0.5,-1.0,2.5,-55,-0.4,3,-4,1,-8
COc1ccc(NC(=O)Cc2nnc(SCC(=O)Nc3nccs3)n2C)cc1,2.5,-0.1,0.7,-2,/,0,-16,4,9
O=C(CSc1ccc(-c2cccnc2)nn1)Nc1ccccc1C(F)(F)F,0.4,-2.1,-0.3,-2,-4.4,-1,12,3,-4
COc1ccc(OC)c(CN(CCCN2CCOCC2)S(=O)(=O)c2ccc(NC(C)=O)cc2)c1,-1.3,-1.3,/,-4,-1.6,3,-6,6,-6
O=C(Nc1ccccc1F)c1ccc(S(=O)(=O)NCC2CCCO2)cc1 (stereo not drawn),0.7,-1.1,/,10,0.8,9,4,2,-16
COc1ccc(CCN(C(=O)c2cccc(F)c2)C2CC(=O)N(c3ccc(OC)cc3)C2=O)cc1 (stereo not drawn),0.0,0.2,/,-6,-4.3,4,5,30,4
Fc1cccc(Cl)c1-c1nnc2ccc(C(F)(F)F)cn12,0.1,1.4,0.5,-5,-1.5,-4,6,1,7
COc1cccc(S(=O)(=O)NCC(=O)N2CCCC2)c1,0.7,0.0,-0.2,-3,-2.4,4,18,-1,?

# Sorted by number of heavy atoms (ascending): part of the list above.
SMILES,BoNT-A LC inh2,PfHsp40 yeast,TcdB inh,PrPC TRFRET,FadD28 binding,Anthrax LF inh2,CCHFV vOTU inh,Yp Topo-I inh,BoNT F protease
Cc1occc1C(=O)Nc1ccc2c(c1)CCC2,-0.5,-1.1,2.0,7,-0.1,-4,-6,-8,-3
Cc1ccc(SCCOCCN2CCOCC2)cc1,3.5,-0.5,1.4,6,0.7,-9,-10,2,?
Fc1cccc(Cl)c1-c1nnc2ccc(C(F)(F)F)cn12,0.1,1.4,0.5,-5,-1.5,-4,6,1,7
Cc1ccc(-n2nc3ccc(NC(=O)c4ccco4)cc3n2)cc1,-0.3,-0.8,/,15,-1.5,-9,-17,5,-8
O=C(CSc1ccc(-c2cccnc2)nn1)Nc1ccccc1C(F)(F)F,0.4,-2.1,-0.3,-2,-4.4,-1,12,3,-4
O=C(Nc1ccc2c(c1)OCCO2)C1c2ccccc2OCC(=O)N1C1CC1 (stereo not drawn),0.6,/,-0.8,-8,/,-4,-1,/,1
O=C(NC(=S)Nc1ccc(CN2CCOCC2)cc1)c1ccc([N+](=O)[O-])cc1Cl,-0.2,0.9,1.5,-1,-1.5,-1,12,19,-7
CCC(C)NS(=O)(=O)c1ccc(NC(=O)C(Sc2ccccc2)c2ccccc2)cc1 (stereo not drawn),-0.1,-0.1,-3.1,11,-0.1,-3,11,8,-6
COc1ccc(OC)c(CN(CCCN2CCOCC2)S(=O)(=O)c2ccc(NC(C)=O)cc2)c1,-1.3,-1.3,/,-4,-1.6,3,-6,6,-6
COc1ccc(CCN(C(=O)c2cccc(F)c2)C2CC(=O)N(c3ccc(OC)cc3)C2=O)cc1 (stereo not drawn),0.0,0.2,/,-6,-4.3,4,5,30,4

# (listing goes on)
SMILES,BoNT-A LC inh2,PfHsp40 yeast,TcdB inh,PrPC TRFRET,FadD28 binding,Anthrax LF inh2,CCHFV vOTU inh,Yp Topo-I inh,BoNT F protease
COc1ccccc1CN1CC(C(=O)NCc2cccc(C)n2)CCC1=O (stereo not drawn),0.6,0.1,2.0,1,-1.6,0,0,-2,-5
CN(C)c1ccc(C2CC(=O)NC3=C2C(=O)CC(C)(C)C3)cc1 (stereo not drawn),0.6,0.2,-1.2,2,-3.9,-5,4,-10,2
CCc1ccc(CN2CCC(n3nccc3NC(=O)C3CCCC3)CC2)cc1,0.1,-1.0,2.1,-2,-2.1,-7,-7,6,-7
CCCn1c(C(C)Nc2nc(C)cs2)nc2cc(Cl)c(Cl)cc21 (stereo not drawn),-0.2,1.1,-0.1,2,-1.4,-1,4,22,2
COc1ccc(C#Cc2c(-c3ccccc3)n(C)c3ccccc23)cc1,1.0,-0.7,0.8,10,-0.8,-3,4,-4,-15
O=C(O)C(=O)Nc1ncn[nH]1,0.1,/,0.4,-3,-7.9,-3,3,5,0
O=S(=O)(Nc1ncccn1)c1ccc(NC(=S)NCCc2ccccc2)cc1,-0.2,0.7,2.1,-2,0.4,-6,7,5,0
CCCCC[n+]1ccn(C2=C([O-])c3ccccc3C(=O)/C2=N\S(=O)(=O)c2ccc(Cl)cc2)c1,?,-0.2,7.3,-11,-4.8,-2,13,2,?
CCOC(=O)N1CCC(Nc2c(NCCCOC)c(=O)c2=O)CC1,-0.8,-1.1,/,2,-0.4,-2,-15,14,1
CC(CC(=O)Nc1cccc(Cl)c1)c1ccccc1 (stereo not drawn),-0.4,-0.7,/,-6,-2.4,-2,-2,-3,-9
COc1cccc(CNC(=O)CN(c2ccc(C(C)C)cc2)S(=O)(=O)c2c(C)noc2C)c1,-0.3,-0.3,0.8,-3,-1.9,-2,-11,2,-4
Cc1ccnc(NS(=O)(=O)c2ccc(NC(=O)c3snnc3C)cc2)n1,-1.1,0.0,2.8,7,-4.7,-2,-2,-6,-4
CN(c1ccc(OCC(=O)Nc2cc(Cl)ccc2C(=O)O)cc1)S(=O)(=O)c1ccc(F)cc1,1.3,26*,-1.4,1,-18,-3,12,-7,0
O=C(c1ccc(S(=O)(=O)Nc2ccccc2F)cc1)N1CCCC1,/,0.5,-3.0,11,0.1,/,5,6,/
O=S(=O)(c1ccccc1S(=O)(=O)N1CCCCC1)N1CCCCC1,0.5,0.2,0.4,/,-1.0,-3,/,19,-1
CC(=O)Nc1c2c(nn1-c1ccccc1C)CSC2,-0.2,-0.7,1.7,-3,-2.5,2,13,3,5
CCCCCCCCCNC(=O)[C@H](NC(=O)COc1ccccc1)[C@@H]1NC(C(=O)OC)C(C)(C)S1 (stereo partly drawn),0.6,3.1,/,2,-1.0,6,17,47,-1
CCc1ccc(OCc2nnc(SCC(=O)NCC3CCCO3)n2C)cc1 (stereo not drawn),-0.6,0.0,1.3,1,/,1,-5,12,-5
CCN(CC)C(=O)C1=C(C)N(Cc2ccccc2)C(=O)C(CC(=O)NCc2cccs2)C1 (stereo not drawn),-0.3,/,0.7,8,0.2,-7,-5,-6,3
Cc1ccc(-c2nc3ccccc3[nH]2)cc1NC(=O)c1sc2cc(Cl)ccc2c1Cl,1.3,17,/,-6,-1.8,0,11,34,3
O=C(Nc1ccc(F)cc1)C1CCN(S(=O)(=O)c2cccc3nonc23)CC1,-1.9,-0.7,0.2,-26,-5.3,1,-4,-7,-22
O=C(NCc1ccccc1F)c1ccc2ccccc2n1,0.9,-1.7,1.7,-5,-0.8,0,6,10,3
OC(c1ccccc1)c1nc2ccccc2s1 (stereo not drawn),-0.6,0.8,/,4,0.0,-7,4,5,6
CCCCn1c(O)c(C(CC)=Nc2ccc(C(=O)O)cc2)c(=O)[nH]c1=O,-0.5,4.3,/,-1,-1.8,-9,1,-2,-8
Cc1noc(C)c1C(=O)N1CCN(c2cccc(Cl)c2)CC1,-0.6,-0.1,-0.2,-5,0.5,1,-13,6,-6
# Other results
SMILES,BoNT-A LC inh2,PfHsp40 yeast,TcdB inh,PrPC TRFRET,FadD28 binding,Anthrax LF inh2,CCHFV vOTU inh,Yp Topo-I inh,BoNT F protease
Cc1cccc(NC(=O)C(CCC(N)=O)NC(=O)OCc2ccccc2)c1 (stereo not drawn),0.7,-0.6,-3.5,-2,-3.2,2,21,-5,4
COc1ccc(S(=O)(=O)N2CCOCC2)cc1C(=O)NCC(c1ccco1)N1CCCC1 (stereo not drawn),-0.4,-0.1,0.8,2,0.2,-2,-10,9,-1
CC(C)N(C(=O)c1sc2cc([N+](=O)[O-])ccc2c1Cl)C(C)C,-0.8,0.6,/,-19,-1.1,-2,-3,-4,-5
C#CCOCCOCCOCCNc1nc(N2CCOCC2)nc(N2CCN(C(=O)Cn3cc(CCCCN)nn3)CC2)n1,0.0,4.6,0.0,-5,-1.6,3,3,6,-5
COc1ccc(CCn2c(=S)[nH]c3cc(C(=O)NCc4ccco4)ccc3c2=O)cc1OC,-3.6,0.4,/,/,-3.1,1,/,4,-2
COC(=O)N1C(=O)[C@](c2ccc(Cl)cc2)(C(C)C)N1C(=O)OC,-1.2,1.6,1.7,-3,-5.2,-8,10,11,-7
Oc1c(C=C2N=c3ccccc3=N2)sc(=S)n1-c1ccc(F)cc1,54*,-0.3&0.4,/,5&-3,-1.3&-0.7,34*,0&-2,-11&-7,19&8
O=C(CCc1nc(-c2ccccc2)no1)NC1CCCCCC1,-0.5,1.1,-0.5,-8,-0.6,2,10,10,-5
Cc1ccccc1S(=O)(=O)N1C[C@H]2CON(C)[C@H]2C[C@H]1c1cccc(N2CCOCC2)c1,0.0,0.6,1.5,6,-1.0,-6,-9,3,1
COc1cc(C(=O)Nc2ccc(S(=O)(=O)Nc3nccc(C)n3)cc2)cc(OC)c1OC,0.4,-1.4,/,2,-0.7,-5,-6,1,-4
Cc1ccc(CN(C(=O)COc2ccc(C)c(C)c2)C2CCS(=O)(=O)C2)o1 (stereo not drawn),-0.8,0.6,0.4,-8,-2.7,-2,15,24,1
